Assay outcomes from PubChem.
MPTP block = blocks calcium-induced mitochondrial swelling. isolated mouse mitochondria, Ca2+ swelling absorbance, 30 min. inhibition, % at 10 µM. actives 1.4% (n = 360,000). AID 602449;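 active = inhibition of 50% or more, scaled per plate between neutral and stimulator controls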;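 also: 0% = DMSO wells given calcium and 100% = 1 mM EGTA wells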
ATG4B inh = inhibitors of human ATG4B cysteine protease; inhibition, % at 8.33 µM; ATG4B cleavage of LC3-PLA2, NBD-HPC fluorescence, 1 h; actives 0.51% (n = 340,000); in the data active = inhibition above about 40%
NR3A LBD binder = NR3A (human) ligand-binding domain modulation. Tm shift relative to glycine control, % at 25 µM. NR3A LBD differential scanning fluorimetry, Tm shift; 0% = protein alone, 100% = glycine-bound protein. actives 2.5% (n = 340,000). AID 1259313;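 active = melting temperature shift of at least 10% of the positive control shift, at one fixed dose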
SENP8 inh = blocks human SENP8 cleavage of Nedd8 substrate. inhibition, % at 20 µM. actives 0.64% (n = 360,000). recombinant SENP8, Nedd8 substrate fluorescence. AID 602440; in the data active = inhibition mostly above about 40%, no sharp cut-off; inactive = mostly below about 27%
Target sequence (Q96LD8 whole entry, looked up): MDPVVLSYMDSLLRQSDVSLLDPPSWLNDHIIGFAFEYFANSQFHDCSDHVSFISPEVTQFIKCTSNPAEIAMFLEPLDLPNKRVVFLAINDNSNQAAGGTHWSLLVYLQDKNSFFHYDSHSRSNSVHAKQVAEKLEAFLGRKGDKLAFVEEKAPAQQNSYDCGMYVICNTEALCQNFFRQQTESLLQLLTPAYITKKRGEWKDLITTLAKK
hIAP act = increases human intestinal alkaline phosphatase activity. purified human IAP, CDP-Star luminescence, 30 min; active compounds read high; 1 = vehicle-only enzyme, 0 = enzyme-free background. activation factor at 10 µM. actives 0.16% (n = 330,000). AID 2524;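 active = activation factor of the enzyme at least 2-fold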; also: the source names both 10 and 20 µM as test concentration; values of inactives mirror those of a sister screen read the other way
Target sequence (P09923 whole entry, looked up): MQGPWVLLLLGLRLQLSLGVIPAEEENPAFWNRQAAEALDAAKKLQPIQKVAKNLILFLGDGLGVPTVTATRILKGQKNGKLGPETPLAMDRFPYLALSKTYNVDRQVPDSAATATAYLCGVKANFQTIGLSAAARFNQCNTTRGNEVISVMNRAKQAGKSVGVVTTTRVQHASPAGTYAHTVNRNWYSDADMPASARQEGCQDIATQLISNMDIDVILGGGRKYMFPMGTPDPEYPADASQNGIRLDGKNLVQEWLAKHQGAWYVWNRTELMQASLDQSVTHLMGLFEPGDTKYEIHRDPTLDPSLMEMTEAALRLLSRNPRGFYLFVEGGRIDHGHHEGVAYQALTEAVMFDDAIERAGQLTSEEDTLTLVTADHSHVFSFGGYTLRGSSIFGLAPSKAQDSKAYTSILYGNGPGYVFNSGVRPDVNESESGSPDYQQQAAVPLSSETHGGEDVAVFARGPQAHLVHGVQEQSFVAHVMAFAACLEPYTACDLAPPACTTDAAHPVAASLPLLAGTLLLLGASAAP
SENP1 FRET inh = SENP1 (human) catalytic domain inhibition; recombinant SENP1 catalytic domain, CyPet-SUMO1-YPet FRET cleavage; AID 624204; inhibition, % at 10 µM; actives 0.21% (n = 360,000); Q9P0U3;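 active = inhibition at least 30% at 10 µM, raw YFP signal under a set limit, fluorescence ratio 0.5 to 1.5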;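 also: 0% = enzyme with DMSO and 100% = no enzyme wells; some results filed as inactive read as strong as hits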
Target sequence (Q9P0U3 419-644 limits assumed): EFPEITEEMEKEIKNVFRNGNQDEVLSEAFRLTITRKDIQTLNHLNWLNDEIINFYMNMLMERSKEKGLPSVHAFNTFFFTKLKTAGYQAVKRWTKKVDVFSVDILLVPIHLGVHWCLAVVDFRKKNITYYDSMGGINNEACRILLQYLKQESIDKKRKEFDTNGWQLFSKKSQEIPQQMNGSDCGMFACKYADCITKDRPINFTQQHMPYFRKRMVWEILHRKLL
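Compound: 10 µM single point, 0.5% DMSO; Test system: hSENP1 catalytic domain, recombinant; Timing: 50 min reaction at room temperature; Technique: FRET, CFP and YFP emission; Control set: no-enzyme wells low, DMSO-plus-enzyme wells high control.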
SENP6 block = inhibitors of human SENP6 protease. Q9GZR1. Recombinant SENP6 catalytic domain, aminoluciferin luminescence. inhibition, % at 10 µM. actives 1.8% (n = 330,000). AID 2599;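 active = inhibition above about 50% at the single tested dose, limit read from the data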;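 also: plate controls were DMSO wells with enzyme for no effect and DMSO wells lacking enzyme for full effect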
PfGluPho inh = PfG6PD (Plasmodium falciparum) enzyme inhibition. PfGluPho enzyme, NADPH resazurin-diaphorase fluorescence. inhibition, % at 20 µM. actives 0.78% (n = 350,000). AID 504690;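 active = inhibition reaching at least a set limit at 20 µM in the primary screen, cut at about 59% in these data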;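 also: 0% = DMSO wells with substrate and 100% = DMSO wells lacking glucose-6-phosphate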
An asterisk follows results filed as active.

How did O=C(CCC(=O)Nc1ccccc1)N/N=C/c1ccncc1 do in these assays?
MPTP block: 1.0; ATG4B inh: -2; NR3A LBD binder: 0; SENP8 inh: 9; hIAP act: 1.3; SENP1 FRET inh: -1; SENP6 block: 3; PfGluPho inh: -20

How did Cc1ccc(N(CC(=O)NC2CCCC2)C(=O)CCC(=O)Nc2nc(C)cs2)cc1 do in these assays?
MPTP block: -0.5; ATG4B inh: -5; NR3A LBD binder: -2; SENP8 inh: 8; hIAP act: 1.1; SENP1 FRET inh: 1; SENP6 block: -14; PfGluPho inh: -8

How did CCCCN1C(=O)/C(=C/C=C2\Oc3ccccc3N2CC)SC1=S do in these assays?
MPTP block: 2.8; ATG4B inh: 2; NR3A LBD binder: -3; SENP8 inh: 32; SENP1 FRET inh: -19; PfGluPho inh: 36

What do the screens show for `Cc1oc(-c2ccc(Cl)cc2)nc1CN1CCC(C(=O)N2CCc3ccccc3C2)CC1`?
MPTP block: 9.5; ATG4B inh: 8; NR3A LBD binder: 1; SENP8 inh: 5; hIAP act: 0.85; SENP1 FRET inh: -1; SENP6 block: -5; PfGluPho inh: -10

Results for COC(=O)c1ccccc1NS(=O)(=O)c1ccc(NC(C)=O)cc1 ?
MPTP block: -3.1; ATG4B inh: 6; NR3A LBD binder: -3; SENP8 inh: -15; hIAP act: 1; SENP1 FRET inh: 0; SENP6 block: -10; PfGluPho inh: -24

Results for CCCCN1C(=O)c2ccc(C(=O)NCCN3C(=O)S/C(=C\c4cccnc4)C3=O)cc2C1=O ?
MPTP block: 0.1; ATG4B inh: 8; NR3A LBD binder: -3; SENP8 inh: 2; hIAP act: 0.84; SENP1 FRET inh: 1; SENP6 block: -14; PfGluPho inh: -10

What do the screens show for `C/C(=N\NC(=O)c1ccncc1)C12CC3CC(CC(C3)C1)C2`?
MPTP block: 0.0; ATG4B inh: -5; NR3A LBD binder: -2; SENP8 inh: 11; hIAP act: 1.2; SENP1 FRET inh: 3; SENP6 block: 1; PfGluPho inh: 15

Results for CC1CC(=S)Nc2ccccc2N1Cc1ccccc1 (stereo not given) ?
MPTP block: -2.1; ATG4B inh: 23; NR3A LBD binder: -1; SENP8 inh: 22; hIAP act: 0.95; SENP1 FRET inh: -2; SENP6 block: -1; PfGluPho inh: 40

How did COC(=O)[C@@H](NCc1ccc(B(O)O)cc1)C(C)C do in these assays?
MPTP block: -0.5; ATG4B inh: -5; NR3A LBD binder: 0; SENP8 inh: 8; SENP1 FRET inh: 0; PfGluPho inh: -6

How did CCOC(=O)c1ccc(NC(=O)c2ccnn2C)cc1 do in these assays?
MPTP block: 2.5; ATG4B inh: -4; NR3A LBD binder: -1; SENP8 inh: 9; hIAP act: 1.1; SENP1 FRET inh: 1; SENP6 block: 68*; PfGluPho inh: -5

What do the screens show for `CCOC(=O)N1CCN(S(=O)(=O)CCNC(=O)c2cccc(OC)c2)CC1`?
MPTP block: 0.0; ATG4B inh: -4; NR3A LBD binder: 2; SENP8 inh: 8; hIAP act: 1.3; SENP1 FRET inh: 0; SENP6 block: 9; PfGluPho inh: -14

How did COc1ccc(C2SCCN2C(=S)Nc2ccc(Cl)cc2)cc1 (stereo not given) do in these assays?
MPTP block: 34; ATG4B inh: -17; NR3A LBD binder: 3; SENP8 inh: 8; hIAP act: 1.1; SENP1 FRET inh: 4; SENP6 block: 3; PfGluPho inh: -7

What do the screens show for `COc1ccccc1Cn1c(=O)c2ccccc2n2c(SCC(=O)N3CCCCC3)nnc12`?
MPTP block: 0.7; ATG4B inh: -5; NR3A LBD binder: -2; SENP8 inh: -7; hIAP act: 1; SENP1 FRET inh: 0; SENP6 block: -13; PfGluPho inh: 13

What do the screens show for `CCC(CC)c1nc2cc(OC)c(OC)cc2c(=O)o1`?
MPTP block: -1.2; ATG4B inh: -9; NR3A LBD binder: -1; SENP8 inh: -4; hIAP act: 1.1; SENP1 FRET inh: 1; SENP6 block: -10; PfGluPho inh: 19

What do the screens show for `COc1ccc(N2CCN(C(=O)c3cc(N4C(=O)C5C6CCC(C6)C5C4=O)ccc3Cl)CC2)cc1` (stereo not given)?
MPTP block: 0.4; ATG4B inh: -7; NR3A LBD binder: -5; SENP8 inh: 7; hIAP act: 1; SENP1 FRET inh: 2; SENP6 block: -2; PfGluPho inh: -1

How did COc1ccccc1N1CCN(C(=O)c2cc(C)oc2C)CC1 do in these assays?
MPTP block: 0.1; ATG4B inh: -8; NR3A LBD binder: 1; SENP8 inh: 12; hIAP act: 0.92; SENP1 FRET inh: 0; SENP6 block: 24; PfGluPho inh: -6

Results for COc1ccc(C#CC2=CC(=O)CC(C)(C)C2)cc1 ?
MPTP block: -0.8; SENP8 inh: -58; SENP1 FRET inh: -2; PfGluPho inh: 12

How did CCOc1ccc(S(=O)(=O)NC(Cc2c[nH]c3ccccc23)C(=O)O)cc1 (stereo not given) do in these assays?
MPTP block: 0.8; ATG4B inh: 0; NR3A LBD binder: 0; SENP8 inh: 3; hIAP act: 1.1; SENP1 FRET inh: -5; SENP6 block: 8; PfGluPho inh: 0

How did CN(C)c1nc(N(C)C)n(Cc2c(Cl)cccc2Cl)n1 do in these assays?
MPTP block: 0.1; ATG4B inh: 2; NR3A LBD binder: -1; SENP8 inh: -12; hIAP act: 1.1; SENP1 FRET inh: 2; SENP6 block: 1; PfGluPho inh: 0

Results for COC(=O)c1ccc(-c2noc(CN(C)CC3CCCCO3)n2)cc1 (stereo not given) ?
MPTP block: -0.8; ATG4B inh: -3; NR3A LBD binder: -1; SENP8 inh: 20; hIAP act: 1.1; SENP1 FRET inh: 5; SENP6 block: -7; PfGluPho inh: -10

Results for COc1ccc(C(C)=O)cc1COC(=O)c1c(C)noc1C ?
MPTP block: 0.5; ATG4B inh: -10; NR3A LBD binder: 2; SENP8 inh: 16; hIAP act: 0.87; SENP1 FRET inh: 0; SENP6 block: 1; PfGluPho inh: 5

Results for Cn1c(SCc2ccc(C#N)cc2Cl)nc2ccccc21 ?
MPTP block: 1.6; ATG4B inh: -13; NR3A LBD binder: 2; SENP8 inh: 16; hIAP act: 1.1; SENP1 FRET inh: -1; SENP6 block: 75*; PfGluPho inh: 50

What do the screens show for `O=C(NC1CCN(C(=O)NCc2ccccc2)CC1)c1ccccc1`?
MPTP block: 0.1; ATG4B inh: -4; NR3A LBD binder: 1; SENP8 inh: 4; hIAP act: 1.1; SENP1 FRET inh: 1; SENP6 block: -5; PfGluPho inh: 0

What do the screens show for `COc1cccc(NC(=O)CSc2nnc(-c3ccc(C)cc3)o2)c1`?
MPTP block: -0.4; ATG4B inh: -5; NR3A LBD binder: -3; SENP8 inh: 8; hIAP act: 0.92; SENP1 FRET inh: 1; SENP6 block: 7; PfGluPho inh: -3

Part of the list above in order of SMILES length, low to high.
How did CN(C)c1nc(N(C)C)n(Cc2c(Cl)cccc2Cl)n1 do in these assays?
MPTP block: 0.1; ATG4B inh: 2; NR3A LBD binder: -1; SENP8 inh: -12; hIAP act: 1.1; SENP1 FRET inh: 2; SENP6 block: 1; PfGluPho inh: 0

How did COc1ccc(C2SCCN2C(=S)Nc2ccc(Cl)cc2)cc1 (stereo not given) do in these assays?
MPTP block: 34; ATG4B inh: -17; NR3A LBD binder: 3; SENP8 inh: 8; hIAP act: 1.1; SENP1 FRET inh: 4; SENP6 block: 3; PfGluPho inh: -7

How did CCCCN1C(=O)/C(=C/C=C2\Oc3ccccc3N2CC)SC1=S do in these assays?
MPTP block: 2.8; ATG4B inh: 2; NR3A LBD binder: -3; SENP8 inh: 32; SENP1 FRET inh: -19; PfGluPho inh: 36

(more compounds)
Results for COc1ccccc1N1C(=O)[C@@H]2[C@H](C1=O)[C@H](C(=O)c1ccc(OC(C)=O)cc1)N1N=CC=C[C@@H]21 ?
ATG4B inh: -11; NR3A LBD binder: 2; hIAP act: 0.98; SENP6 block: -3; PfGluPho inh: 10

What do the screens show for `COC(=O)c1cc(S(=O)(=O)NCC2CCN(CCc3cccs3)CC2)cn1C`?
MPTP block: 1.0; ATG4B inh: -2; NR3A LBD binder: -6; SENP8 inh: 7; hIAP act: 1.1; SENP1 FRET inh: -1; SENP6 block: -3; PfGluPho inh: 2

Results for COc1ccc2c(c1)CCCC21NC(=O)N(CC(N)=O)C1=O (stereo not given) ?
MPTP block: -1.9; ATG4B inh: -5; NR3A LBD binder: -3; SENP8 inh: 10; hIAP act: 0.97; SENP1 FRET inh: 1; SENP6 block: 1; PfGluPho inh: 4

Results for COC(=O)C1=C(N)OC2=C(C(=O)CC(C)(C)C2)C1c1cc2c(cc1Cl)OCO2 (stereo not given) ?
MPTP block: 0.0; ATG4B inh: 1; NR3A LBD binder: -2; SENP8 inh: 10; hIAP act: 1.2; SENP1 FRET inh: -5; SENP6 block: 1; PfGluPho inh: -18

Results for Cc1ccccc1N1CCN(C2CCCN(C(=O)CCN3CCCO3)C2)CC1 (stereo not given) ?
MPTP block: 0.0; ATG4B inh: 2; NR3A LBD binder: 0; SENP8 inh: 16; hIAP act: 0.86; SENP1 FRET inh: 2; SENP6 block: -9; PfGluPho inh: -2

What do the screens show for `CC1(C)CC(=O)C2=C(C1)OC(N)=C(C#N)C2c1ccoc1` (stereo not given)?
MPTP block: -3.8; ATG4B inh: 3; NR3A LBD binder: 0; SENP8 inh: -2; hIAP act: 1; SENP1 FRET inh: -7; SENP6 block: 10; PfGluPho inh: -18

How did CCC(CC)C(=O)Nc1cc(C(=O)OC)ccc1C(=O)OC do in these assays?
MPTP block: 1.0; ATG4B inh: -9; NR3A LBD binder: -1; SENP8 inh: -368; hIAP act: 0.85; SENP1 FRET inh: -6; SENP6 block: 8; PfGluPho inh: 1

Results for CCN(c1ccccc1C(=O)O)S(=O)(=O)c1ccc2[nH]c(=O)[nH]c2c1 ?
MPTP block: 0.1; ATG4B inh: -9; NR3A LBD binder: 2; SENP8 inh: -35; hIAP act: 0.98; SENP1 FRET inh: -4; SENP6 block: -3; PfGluPho inh: 3

How did N#Cc1c(C(F)(F)F)cc(-c2cccs2)nc1N1CCCCC1 do in these assays?
MPTP block: 0.7; ATG4B inh: -6; NR3A LBD binder: -11; SENP8 inh: -405; hIAP act: 0.86; SENP1 FRET inh: -35; SENP6 block: -19; PfGluPho inh: -2

What do the screens show for `COc1ccc(NC(=O)CN2CCCCC2)c([N+](=O)[O-])c1`?
MPTP block: -1.4; ATG4B inh: 3; NR3A LBD binder: -1; SENP8 inh: 28; hIAP act: 1.1; SENP1 FRET inh: 1; SENP6 block: -2; PfGluPho inh: -9

Results for O[C@@H]([C@H](O)[C@H](O)CBr)[C@H](O)CBr ?
MPTP block: -0.9; ATG4B inh: 7; NR3A LBD binder: 1; SENP8 inh: 0; hIAP act: 1.2; SENP1 FRET inh: 2; SENP6 block: -2; PfGluPho inh: -12

Results for NS(=O)(=O)c1ccc(CCNC(=O)COC(=O)/C=C/c2ccc(OC(F)F)cc2)cc1 ?
MPTP block: -1.4; ATG4B inh: -15; NR3A LBD binder: -1; SENP8 inh: 4; hIAP act: 1.1; SENP1 FRET inh: 0; SENP6 block: -6; PfGluPho inh: -8

What do the screens show for `COc1ccc2c(c1)/C(=N/OC(=O)c1cccs1)CCC2`?
MPTP block: 1.4; ATG4B inh: -11; NR3A LBD binder: -1; SENP8 inh: 7; hIAP act: 1.2; SENP1 FRET inh: 2; SENP6 block: 21; PfGluPho inh: 15

How did O=C(Nc1ccc(Cl)cc1)N[C@@H]1c2c(ccc3ccccc23)OC[C@@H]1CO do in these assays?
MPTP block: 93*; ATG4B inh: -18; NR3A LBD binder: 26*; SENP8 inh: 10; hIAP act: 1.1; SENP1 FRET inh: 0; SENP6 block: -14; PfGluPho inh: -2

How did COc1ccccc1-c1cccc([C@@H]2C[C@H]3[C@H](CON3C)CN2C(=O)CCc2ccccc2)c1 do in these assays?
MPTP block: 0.7; ATG4B inh: 1; NR3A LBD binder: 0; SENP8 inh: 4; SENP1 FRET inh: -2; PfGluPho inh: 11

Compounds were not picked by outcome, and some 6.7% of all compounds hit somewhere here.
